TRPM1 prom inh: MITF TRPM1 promoter inhibition in SK-MEL-5 cells; SK-MEL-5 TRPM1 promoter luciferase, 24 h; inhibition, % at 12.5 µM; actives 0.83% (n = 330,000); AID 488899;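 active = mean inhibition across replicates of 60% or more, whatever share of single replicates reaches that level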; also: values of inactives mirror those of a sister screen read the other way
NR2E3 ag-1: activates human photoreceptor nuclear receptor NR2E3 | GST-NR2E3/biotin-RetCOR TR-FRET, 1536-well | AID 2300 | actives 0.12% (n = 320,000) | Q9Y5X4 | inhibition of corepressor binding, % at 4.78 µM;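 active = percent inhibition above the cutoff of mean plus 3 SD of all tested compounds, set per screening campaign, cut at about 20% in these data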;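 also: 0% = DMSO wells and 100% = biotin wells as full block of FRET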
Target sequence (Q9Y5X4 whole entry, looked up): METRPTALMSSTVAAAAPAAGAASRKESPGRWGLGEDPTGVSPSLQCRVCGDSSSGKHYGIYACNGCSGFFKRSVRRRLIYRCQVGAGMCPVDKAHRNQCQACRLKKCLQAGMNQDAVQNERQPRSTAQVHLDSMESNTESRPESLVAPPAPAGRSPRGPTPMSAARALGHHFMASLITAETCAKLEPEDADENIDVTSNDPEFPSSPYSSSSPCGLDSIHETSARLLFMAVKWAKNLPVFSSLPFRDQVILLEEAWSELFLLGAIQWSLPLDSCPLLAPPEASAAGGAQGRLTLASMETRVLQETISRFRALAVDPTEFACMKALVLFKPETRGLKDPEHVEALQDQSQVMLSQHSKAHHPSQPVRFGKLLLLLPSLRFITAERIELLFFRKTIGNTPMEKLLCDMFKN
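Material – GST-tagged NR2E3 plus biotinylated RetCOR corepressor · Quantity – NR2E3 fusion 1.35 nM · Times – 5 h incubation at 4 °C · Medium – pH 7.5 Tris-based buffer · Technique – TR-FRET, Eu(K)-anti-GST donor, streptavidin-D2 acceptor, ex 340, em 617/671 nm · Benchmarks – high control biotin, low control 0.6% DMSO · Format – 1536-well plates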
iPSC survival up: hiPSC single-cell survival enhancement; ATPlite luminescence; 100% = ROCK inhibitor wells, 0% = DMSO; survival enhancement, % at 20 µM; actives 0.044% (n = 360,000); AID 602274; in the data active = survival enhancement above about 18%;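 also: cells exposed to compounds for 16 hours before the ATP read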
HIF-2a inh: blocks HIF-2a reporter activity | actives 0.72% (n = 360,000) | 786-0 RCC cells HIF-2a reporter, luciferase luminescence, overnight | inhibition, % at 18.8 µM;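 active = inhibition of the luminescence signal of 40% or more relative to plate controls, in a single-dose primary screen at 18.75 µM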
Peg3 promoter: inhibitors of Peg3 promoter; actives 1.7% (n = 360,000); AID 588405; HeLa PEG-Prom luciferase reporter, luminescence, overnight; inhibition, % at 20 µM;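 active = inhibition of at least 50% at 20 µM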
C8 TRAIL sens: caspase-8 TRAIL sensitization; inhibition (viability loss, TRAIL sensitization), % at 10 µM; NB7+C8 cells + TRAIL, ATPlite viability luminescence; actives 1% (n = 360,000); AID 624354;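 active = compounds causing at least 50% loss of cell viability in the single-dose screen, relative to plate controls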
CF NFkB block: blocks PAF-induced NF-kB reporter in cystic fibrosis cells; AID 588850; KKLEB NF-kB-GFP reporter, GFP fluorescence overnight; inhibition, % at 5 µM; actives 0.86% (n = 360,000);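 active = at least 50% inhibition at 5 µM, scaled per plate between neutral and stimulator controls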;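 also: PAF is a Pseudomonas aeruginosa culture filtrate used as stimulus; plate controls were PAF-stimulated DMSO wells for no effect and unstimulated DMSO wells for full effect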
Shn3 3UTR inh: inhibitors of Schnurri-3 3'UTR reporter in osteoblasts; Clone20 osteoblast Shn3 3'UTR firefly luciferase, 24 h; inhibition, % at 12.5 µM; actives 0.52% (n = 360,000); AID 588674;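 active = mean inhibition of at least 75% with every replicate also reaching 75%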;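 also: 0% = median of neutral control wells and 100% = pilot-screen positive control compound; some compounds past the cut are filed as inactive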
NR2E3 ag-2: activates human NR2E3 receptor; Q9Y5X4; CHO-S Gal4-NCOR/VP16-NR2E3 two-hybrid, luciferase; inhibition of corepressor binding, % at 3.98 µM; actives 0.35% (n = 360,000); AID 602229;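 active = inhibition above the mean of all tested compounds plus 3 SD, cut at about 70% in these data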;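 also: 0% = DMSO with NR2E3 transfected cells and 100% = cells lacking NR2E3 construct; higher means lower luciferase signal from less NR2E3 corepressor binding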
KKLEB cytotox: counter-screen for CF NF-kB inhibitors: cytotoxicity; KKLEB CF airway cells viability, ATPlite luminescence, overnight; hits give low values; cells stimulated with P. aeruginosa culture filtrate; activity change (cytotoxicity), % at 5 µM; actives 0.36% (n = 360,000);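 active = corrected activity change at or below -50% at 5 µM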
EBV LMP1 NFkB: Epstein-Barr LMP1 NF-kappaB reporter inhibition | LMP1-induced NF-kappaB luciferase reporter cells, luminescence | inhibition, % at 12.5 µM | actives 0.69% (n = 350,000); in the data active = inhibition above about 41%;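 also: 0% = neutral control wells and 100% = reference inhibitor control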
Active calls of the source: *; · = not tested or not shown.

SMILES	TRPM1 prom inh	NR2E3 ag-1	iPSC survival up	HIF-2a inh	Peg3 promoter	C8 TRAIL sens	CF NFkB block	Shn3 3UTR inh	NR2E3 ag-2	KKLEB cytotox	EBV LMP1 NFkB
COc1cccc2c1C(=O)c1c(O)c3c(c(O)c1C2=O)CC(O)(C(C)=O)CC3OC1CC(O)C(O)C(C)O1 (stereo not given)	77.3*	·	-3.5	-24.6	-52.5	39.3	-309.6	80.3	-38.9	-4.0	31.4
O=C(CSc1nnc(-c2ccccc2Br)o1)N1CCc2ccccc2C1	-7.1	-0.4	-1.4	-11.1	-5.2	5.8	0.8	5.1	-5.9	-3.3	-0.2
O=C(O)CCCn1cc(NC(=O)c2ccco2)cn1	4.7	1.2	1.7	10.0	3.3	2.5	16.9	-0.6	18.4	2.4	-4.0
Cc1cccc(C)c1NC(=O)COC(=O)[C@@H]1CCCN1C(=O)c1cccs1	-3.2	·	0.5	5.1	-0.7	-7.6	-0.4	-18.7	-44.9	-13.4	2.2
COc1ccc(N2CCN(C(=O)CN(CCc3ccccc3)S(C)(=O)=O)CC2)cc1	2.8	2.0	3.1	-8.0	0.4	-6.1	14.4	-10.1	12.3	-1.9	2.3
Cc1cc(C)nc(NC(=O)/C=C/c2ccccc2Cl)n1	-12.7	-2.5	0.0	-137.0	-98.0	7.8	5.0	-32.4	-22.3	-4.3	3.7
COc1ccnc(Oc2ccc(F)cc2)c1C(=O)N/C=N/OCc1ccc(F)cc1	-0.3	-1.6	0.1	22.8	-6.9	2.2	-0.4	3.2	-12.9	9.6	0.6
COc1cccc(CNC(=O)CCC2CCCN(C(=O)c3cscn3)C2)c1 (stereo not given)	-4.4	2.7	-0.1	-2.2	7.7	24.6	-1.7	-3.3	-12.1	2.0	7.8
C[C@H](N)c1nnc(SCc2c(Cl)cccc2Cl)o1	-3.6	0.8	-2.0	3.1	3.3	5.7	-9.2	5.8	-10.3	10.6	8.7
C[C@H](NC(=O)c1ccccc1)C(=O)N1CCN(c2ccccc2)CC1	12.6	-4.3	0.5	10.8	-3.9	8.7	-3.6	11.6	2.2	11.8	6.0
CCCNC(=O)c1cc(C2CCCCN2S(=O)(=O)c2cccc3cccnc23)on1 (stereo not given)	·	·	1.6	-13.6	-9.7	11.1	-5.6	38.5	11.8	10.2	·
Oc1ccc(Nc2nnc(-c3ccc(O)cc3)c3ccccc23)cc1	-2.6	0.0	-0.8	27.2	0.1	-6.3	-24.3	12.5	-14.5	1.4	1.9
CN1CCN(S(=O)(=O)c2ccc(N3CCN(c4ccc(O)cc4)CC3)c([N+](=O)[O-])c2)CC1	8.6	-0.6	1.0	3.2	2.6	-6.5	16.2	19.5	11.0	-11.3	-8.3
c1csc(-c2nc3c4ccccc4c4ccccc4c3[nH]2)c1	-0.3	-0.1	0.7	-89.6	-6.4	10.6	-117.1	-7.9	-41.2	8.7	-11.4
COCCCn1c(SCc2ccccc2)nc2cc(OC)c(OC)cc2c1=N	-4.7	-1.2	-0.8	19.4	15.0	-8.0	0.6	26.4	8.4	1.2	-3.3
CCCn1c(SCC(=O)NC2CCCC2)nnc1-c1ccccn1	-2.7	-1.6	1.6	-1.6	9.0	-4.7	5.5	1.7	-16.6	-5.7	-7.0
CC(=O)c1cccc(-c2ccnc3c2CC(C(=O)Nc2cccc(OC(F)(F)F)c2)O3)c1 (stereo not given)	·	·	0.6	13.7	31.6	7.6	14.4	30.6	-4.7	-17.6	·
CCOC(=O)C1CCN(c2c(NC3CCCCCCC3)c(=O)c2=O)CC1	17.1	-0.2	-1.6	-1.8	3.8	0.3	1.4	-0.1	-12.2	-0.4	8.6
CCOC(=O)c1[nH]c(C)c(CC(C)C)c1C	-17.1	3.9	2.2	-63.9	-68.5	-8.7	17.1	-12.3	-32.5	0.7	1.4
COc1ccc(Cl)cc1NC(=O)NCC1CCN(Cc2ccccc2F)CC1	5.3	-1.2	-0.2	18.0	19.8	15.1	9.8	38.9	2.6	-11.3	10.3
CCCCN(C=O)c1c(CC)nc2ccc(C(=O)NCCCN3CCCC3=O)cn12	·	·	-2.3	10.7	-0.4	3.6	-6.7	-7.0	-11.3	-6.2	·
CCN(CC(=O)NCc1ccc(F)cc1)C(=O)/C=C/c1cc(OC)ccc1OC	2.7	·	-0.4	13.9	6.8	-0.8	-1.5	-3.4	9.5	6.0	-10.6
CC(=O)CC(c1ccc([N+](=O)[O-])cc1)c1c(O)c2ccccc2oc1=O (stereo not given)	2.9	2.5	0.5	3.4	-3.1	5.8	-4.6	5.7	-6.9	26.3	-3.6
CCOC(=O)Cn1nc(C)cc1NC(=O)c1ccncc1	5.4	-0.7	0.9	0.6	-10.6	-6.5	15.9	4.6	-20.2	1.7	-6.4
O=c1cc(C(F)(F)F)nc(-n2[nH]c3c(c2=O)CCCC3)[nH]1	6.4	-2.6	-1.5	11.1	12.7	0.9	16.8	28.6	6.2	4.1	-1.8

Some of these compounds in order of formula weight, highest first.
SMILES	TRPM1 prom inh	NR2E3 ag-1	iPSC survival up	HIF-2a inh	Peg3 promoter	C8 TRAIL sens	CF NFkB block	Shn3 3UTR inh	NR2E3 ag-2	KKLEB cytotox	EBV LMP1 NFkB
COc1ccc(N2CCN(C(=O)CN(CCc3ccccc3)S(C)(=O)=O)CC2)cc1	2.8	2.0	3.1	-8.0	0.4	-6.1	14.4	-10.1	12.3	-1.9	2.3
CCCNC(=O)c1cc(C2CCCCN2S(=O)(=O)c2cccc3cccnc23)on1 (stereo not given)	·	·	1.6	-13.6	-9.7	11.1	-5.6	38.5	11.8	10.2	·
CC(=O)CC(c1ccc([N+](=O)[O-])cc1)c1c(O)c2ccccc2oc1=O (stereo not given)	2.9	2.5	0.5	3.4	-3.1	5.8	-4.6	5.7	-6.9	26.3	-3.6
CCOC(=O)c1[nH]c(C)c(CC(C)C)c1C	-17.1	3.9	2.2	-63.9	-68.5	-8.7	17.1	-12.3	-32.5	0.7	1.4

The listing continues.
SMILES	TRPM1 prom inh	NR2E3 ag-1	iPSC survival up	HIF-2a inh	Peg3 promoter	C8 TRAIL sens	CF NFkB block	Shn3 3UTR inh	NR2E3 ag-2	KKLEB cytotox	EBV LMP1 NFkB
Cc1c(C)c2ccc(OCC(=O)N(C)C)c(C)c2oc1=O	-8.5	5.7	3.3	-19.9	-19.8	11.1	-4.9	-27.8	-7.5	-5.5	-9.0
N#CCCN(C(=O)CCl)c1cccc(Cl)c1	37.0	-0.4	-0.5	13.7	53.8*	-8.2	25.1	-15.1	-12.8	-9.7	45.2*
Cc1cc(C)c(S(=O)(=O)Nc2cccc(S(=O)(=O)NC3=NCCC3)c2)c(C)c1	-16.8	-3.6	4.3	15.9	14.6	-2.4	-5.9	-1.9	-8.5	10.6	-7.9
Cc1nc(C(F)(F)F)ccc1C(=O)N1CCC1(C)C(=O)NS(C)(=O)=O (stereo not given)	·	·	-2.5	10.2	-7.6	-10.8	-7.9	8.6	-14.1	15.5	·
COc1ccc(NC(=O)c2cc(-c3ccccc3Cl)no2)cc1	-20.9	0.7	-2.1	-136.2	-105.4	4.8	-13.2	-40.0	13.0	10.3	-4.6
CC1(C)Cc2nc3oc4c(=O)n(CC(=O)Nc5cccc(Cl)c5)cnc4c3cc2CO1	9.9	-2.0	0.9	-0.4	8.4	14.0	9.8	-2.8	2.1	1.6	-1.3
Cc1ccc(F)cc1NC(=O)c1cnccn1	-10.0	6.4	0.2	-13.9	-18.0	0.8	-4.0	4.4	-5.3	5.1	8.2
COc1cc2ccccc2cc1C(=O)N(CCN(C)C)c1nc2c(OC)ccc(OC)c2s1	12.2	-1.1	-0.6	-13.2	66.3*	30.6	42.3	-13.5	30.4	-11.0	-10.7
COc1ccc(-c2csc(NC(=O)c3ccccc3C(=O)O)n2)cc1	-3.2	2.3	-1.1	7.7	8.8	0.0	-1.4	4.9	-5.1	-9.0	-2.4
COc1ccc(OC)c2c1cc(C(=O)N[C@H](C(=O)N1CCC(C(=O)O)CC1)C(C)C)n2C	1.8	·	0.2	15.1	12.0	-13.1	1.5	0.1	-7.8	-1.3	-0.2
C=CCn1c(-c2cccc(OC)c2OC)n[nH]c1=S	-2.1	4.6	-0.2	10.8	11.5	0.0	23.5	39.5	-0.6	4.6	21.0
COc1ccccc1CNC(=O)CCn1c(=O)oc2ccccc21	·	2.1	-0.4	-6.0	-13.8	-3.9	9.7	-19.8	-6.4	-3.2	-1.6
COc1ccc(OCc2nnc3n2N=C(c2ccc(OC)cc2)CS3)cc1	·	-0.8	3.5	13.0	31.9	-2.1	5.5	6.7	-21.1	-14.5	3.1
O=S(=O)(Nc1ccccc1Cl)c1cc(NC(=S)NCCN2CCOCC2)ccc1Cl	4.3	7.4	-0.6	16.4	11.5	10.9	20.2	15.7	37.8	-12.3	5.6
COC(=O)c1ccc(COC(=O)CNC(=O)c2cccs2)cc1	9.7	-1.5	0.6	4.1	3.3	17.6	4.7	-9.0	-6.2	-6.3	6.8
C[C@]12C(=O)N(c3ccc(C(F)(F)F)cc3)C(=O)N1[C@H]1c3ccccc3OC[C@@H]1[C@H]2c1ccccc1	-11.4	·	-0.8	7.7	5.7	36.7	60.3*	-21.6	-7.3	-22.1	14.4
COc1cc(OC)cc(N(C(=O)CNC(=O)c2cccs2)C(C(=O)NCC2CCCO2)c2ccc(OC)c(OC)c2)c1 (stereo not given)	13.7	-0.9	-0.1	10.1	8.1	-3.8	15.8	-4.4	-13.8	4.7	-0.1
C/C(=N\Nc1nccnc1Cl)c1ccc(O)cc1	-7.6	4.7	0.7	-37.6	-63.9	4.2	6.5	-31.6	-91.2	-2.8	-3.3
N=c1c(C(=O)NCC2CCCO2)cc2c(=O)n3ccccc3nc2n1Cc1ccco1 (stereo not given)	-12.1	5.3	-0.1	9.8	3.4	18.1	3.0	-10.1	-17.1	-9.0	6.3
CSc1nnc(NC(=O)c2ccc(S(=O)(=O)N(C)C)cc2)s1	-1.0	1.0	-2.1	-64.2	-71.4	39.5	5.5	-22.4	-42.0	-18.0	0.1
O=C(CSc1nc2ccccc2[nH]1)Nc1cccc(S(=O)(=O)N2CCOCC2)c1	4.4	1.8	-0.4	6.8	14.4	-6.2	-4.5	·	4.9	0.1	2.0
O=C(NCc1ccncc1)C1CCCN1S(=O)(=O)c1ccc(Cl)cc1 (stereo not given)	9.6	-0.2	-0.4	6.1	17.6	-3.2	-9.1	-10.2	0.3	-12.3	4.0
C#CCSc1nnnn1-c1ccc(OCC)cc1	1.0	-0.4	-0.3	2.2	-1.5	-2.1	-8.8	0.4	-5.6	2.3	-4.4
CCC(=O)c1ccc(NC(C)=O)cc1O	5.7	0.6	0.0	4.8	0.4	-19.7	9.6	-10.1	8.4	-12.3	0.9
O=C(Cn1nc(C(F)F)cc1C(F)F)NNC(=S)Nc1ccc([N+](=O)[O-])cc1	12.8	3.0	1.1	24.1	-4.8	-0.2	-8.8	-3.6	-15.2	-1.7	-2.2
COCCCN1C(=O)c2[nH]nc(-c3ccccc3O)c2C1c1ccc(Cl)cc1 (stereo not given)	4.2	2.4	-0.6	30.4	35.9	3.6	1.3	7.5	-9.6	-7.2	1.5

Not all compounds are listed; rates above refer to the full screens.
